PPARg SRC2 recr – agonists of SRC-2 recruitment by human PPARgamma; PPARgamma LBD-SRC-2 recruitment, biochemical; P37231; activation, % at 8 µM; 200,000 tested, 0.34% active; in the data active = activation above about 22%;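 note: 0% = vehicle and 100% = reference agonist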
bIAP activator – intestinal alkaline phosphatase (bovine) activation; purified bovine IAP, CDP-star luminescence, 30 min; active compounds read high; fold of DMSO-control signal, blank-subtracted; 200,000 tested, 0.17% active; activation factor at 20 µM;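 active = activation factor of 2 or more at 20 µM, a signal rise over negative controls twice the positive control's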
Lmaj promast – Leishmania major promastigote growth inhibition. Leishmania major promastigotes, resazurin fluorescence viability. inhibition, % at 10 µM. 200,000 tested, 9% active. AID 1063; in the data active = inhibition above about 50%;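 note: promastigotes grown with compound for 44 hours at 28 °C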
ROMK primary – modulators of human ROMK potassium channel | B-score at 10 µM | 130,000 tested, 2% active | AID 1918 | P48048 | Tet-inducible ROMK, thallium flux fluorescence; actives lie on both sides;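 active = signal ratio slope over the read window, or its plate-corrected B-score, at least 3 SD from the plate mean, either direction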;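 note: B-score of the F/F0 ratio slope over 7 to 12 s after thallium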
Target sequence (P48048 whole entry, looked up): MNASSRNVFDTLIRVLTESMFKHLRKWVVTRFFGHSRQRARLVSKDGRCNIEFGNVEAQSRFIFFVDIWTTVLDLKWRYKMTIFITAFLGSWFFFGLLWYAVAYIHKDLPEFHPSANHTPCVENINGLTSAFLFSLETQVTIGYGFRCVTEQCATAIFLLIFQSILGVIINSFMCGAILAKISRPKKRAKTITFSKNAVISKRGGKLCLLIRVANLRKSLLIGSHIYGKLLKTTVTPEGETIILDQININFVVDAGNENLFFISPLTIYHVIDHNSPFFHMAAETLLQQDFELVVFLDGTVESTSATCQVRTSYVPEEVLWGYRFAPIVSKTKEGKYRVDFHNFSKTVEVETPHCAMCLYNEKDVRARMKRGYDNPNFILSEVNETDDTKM
DTT redox prof – compounds producing H2O2 with reducing agent – biochemical, NIH compound library profiling, artefact control for MLSCN library redox annotation, primary screen. DTT-dependent redox cycling H2O2, phenol red/HRP absorbance; 100% = 100 µM peroxide control, 0% = buffer. activation, % at 10 µM. 200,000 tested, 0.03% active;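 active = activation of at least 50% relative to the plate's high and low controls in the primary single-dose screen; inactive = activation below 50%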;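 note: compound incubated with DTT at 0.8 mM final as the reducing agent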
TLR4 MyD88 comp – TLR4-MyD88 interaction inhibition in cells; O00206+Q99836; HeLa CL3-4 TLR4/MyD88 BLA complementation, FRET ratio; inhibition, % at 8.4 µM; 200,000 tested, 0.18% active; in the data active = inhibition above about 25%;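 note: 0% = vehicle and 100% = reference inhibitor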
bIAP inh – intestinal alkaline phosphatase (bovine) inhibition. purified bovine IAP, CDP-star luminescence, 30 min. inhibition, % at 20 µM. 190,000 tested, under 10 active;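 active = over 50% inhibition of intestinal alkaline phosphatase at 20 µM in the single-dose screen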
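System: Purified bovine intestinal alkaline phosphatase (IAP) enzyme | Input: IAP diluted 1/65,000,000 in the well | Also added: CDP-star chemiluminescent phosphatase substrate, 30 µM final | Dosing: 20 µM single dose | Times: Enzyme reaction for 30 min at room temperature | Detection: Luminescence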
PPARg SRC1 recr – PPARgamma-driven SRC-1 recruitment agonism | P37231 | PPARgamma-SRC-1 coactivator recruitment biochemical assay | activation, % at 8 µM | 200,000 tested, 0.41% active; in the data active = activation above about 19%;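 note: 0% = DMSO and 100% = reference agonist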
PPARg SRC3 recr – PPARgamma-driven SRC-3 recruitment agonism; P37231; biochemical PPARgamma/SRC-3 coactivator recruitment assay; activation, % at 8 µM; 200,000 tested, 0.26% active; in the data active = activation above about 23%;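 note: 0% = DMSO and 100% = reference agonist; some compounds past the cut are filed as inactive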
TR-FRET SRC-2 ct – TR-FRET artefact, counter-screen to PPARgamma/SRC-2 agonist assay | TR-FRET ratio at 8 µM | active compounds read high | AID 1049 | 200,000 tested, 0.4% active; in the data active = TR-FRET ratio above about 2000; note: inactives centre near 1500; reference of the scale not given here
S1P3 antagonist – antagonists of human S1P3 receptor | 170,000 tested, 0.27% active | CHO S1P3 NFAT-BLA reporter, FRET fluorescence, antagonist mode | inhibition, % at 4.98 µM | Q99500;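 active = inhibition above the plate cutoff, the mean inhibition of test wells on that plate plus 3 SD, cut at about 28% in these data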;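 note: cells challenged with S1P at its EC80 of 0.8 µM; blue over green emission ratio from cleaved BLA substrate after 4 h stimulation; 0% = S1P-stimulated wells and 100% = unstimulated DMSO-only wells; some compounds past the cut are filed as inactive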
Target sequence (Q99500 whole entry, looked up): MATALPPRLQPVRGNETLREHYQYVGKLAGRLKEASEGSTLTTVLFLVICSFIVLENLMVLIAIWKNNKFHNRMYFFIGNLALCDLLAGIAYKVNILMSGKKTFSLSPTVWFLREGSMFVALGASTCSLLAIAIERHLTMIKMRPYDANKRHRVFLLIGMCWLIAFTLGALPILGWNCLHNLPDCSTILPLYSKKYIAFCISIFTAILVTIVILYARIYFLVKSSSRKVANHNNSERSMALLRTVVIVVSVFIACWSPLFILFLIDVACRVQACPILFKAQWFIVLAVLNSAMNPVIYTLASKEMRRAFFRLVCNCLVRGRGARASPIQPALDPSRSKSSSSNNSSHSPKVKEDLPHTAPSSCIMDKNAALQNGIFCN
The depositor's hits bear a star; . = not tested or not shown.

Compound	PPARg SRC2 recr	bIAP activator	Lmaj promast	ROMK primary	DTT redox prof	TLR4 MyD88 comp	bIAP inh	PPARg SRC1 recr	PPARg SRC3 recr	TR-FRET SRC-2 ct	S1P3 antagonist
Cc1cccc(-c2nc(CS(=O)CC(=O)NCCCSC3CCCCC3)c(C)o2)c1 (stereo not drawn)	-7	1	-3	-4*	2.2	6	0	-3	-2	1480	10
CCN(CC)C(=S)SCC(=O)c1c(C)[nH]c2ccccc12	1	0.9	41	.	0.5	5	8	0	0	1634	13
COc1ccc(N2CCN(C(=O)CNC(=O)Cn3c(C)cc4ccccc4c3=O)CC2)cc1	6	1	7	-0.52	-0.3	-11	0	6	2	1600	6
CS(=O)(=O)NN1C(=O)c2ccccc2NC1c1cccs1 (stereo not drawn)	12	0.9	-6	0.98	14	3	7	5	5	1507	0
Brc1c(CSc2nncc3ccccc23)nc2ccccn12	1	1.1	17	-1.5	-1.6	7	-7	-4	0	1544	0
Cc1cc(N2CCN(C)CC2)nc2ccc(NC(=O)CCC(=O)NCc3ccco3)cc12	0	1	3	0.93	-0.3	-2	-4	1	8	1508	3
Cc1ccc(-c2noc(CCCC(=O)Nc3cccnc3)n2)cc1	1	0.9	-5	.	-2.4	5	5	9	0	1528	-26
COc1ccc(C2(O)CCN(C(=O)NC3CCCCC3)CC2)cc1	2	1	1	0.57	0.0	-1	4	5	11	1844	5
CCN1C(=O)CSc2ccc(C(=O)NCCCN3CCOCC3)cc21	-2	0.9	1	1.2	-0.1	2	8	-2	11	1364	-20
O=C(Cc1ccc(Br)cc1)Nc1cccc(-c2cn3c(n2)SCC3)c1	1	0.9	40	-1.6	0.1	11	9	-2	3	1619	-9
CC(C)Oc1ccc(C(=O)NC(=S)Nc2ccc(CN3CCOCC3)cc2)cc1	7	1	-2	0.033	-0.1	-9	3	-3	1	1603	16
COC(=O)c1c(NC(=O)CSc2ncnc3c2cnn3-c2ccccc2Cl)sc2c1CCCC2	11	0.9	20	0.054	0.5	19	10	-1	20	1743	.
CCC1CCCCN1C(=O)N[C@@H](CCSC)C(=O)OC (stereo partly drawn)	5	0.9	40	0.51	-2.8	-5	8	10	1	1680	0
COC(=O)c1cn(NC(=O)c2cc(OC)c(OC)c(OC)c2)c(=O)c2ccccc12	13	1	-11	.	2.3	-16	-3	2	-2	1596	.
Cc1cccc(N(CC(=O)NCc2ccccc2)C(=O)Cn2nnc(-c3ccc(C)o3)n2)c1	5	1	44	.	2.0	-10	0	5	-18	1353	-10
CCOC(=O)C1CN(S(=O)(=O)c2ccccc2)c2cc(S(=O)(=O)CC)ccc2O1 (stereo not drawn)	4	1	-7	.	2.3	5	0	2	8	1621	.
COC(=O)c1c(NC(=O)/C=C/C(=O)O)sc(C)c1-c1ccc(C)c(C)c1	-7	1	12	0.99	-0.2	4	-2	4	-4	1329	2
O=c1c(Cc2c(F)cccc2Cl)c(O)ccn1CC1CCCO1 (stereo not drawn)	2	1	-3	0.41	-0.1	-8	-5	7	5	1625	-5
CN(C)c1ccc(NC(=O)COC(=O)c2cc(=O)c3ccccc3o2)cc1	-1	1	0	0.39	-0.6	11	-4	5	4	1544	3
CCOC(=O)c1cc(CN2CCOCC2)oc1-c1ccccc1	0	1.2	3	.	-1.6	7	-18	6	1	1527	0
Cn1c(=O)n(CC(=O)Nc2cccnc2)c2ccccc21	-2	.	-4	0.17	0.8	1	.	4	-9	1587	-16
O=C(CCc1nc2ccccc2[nH]c1=O)N/N=C/c1ccccc1	14	1.2	-1	0.63	-1.3	-5	-18	5	5	1673	11
CC1CCCCC1NC(=O)COC(=O)C12CC3CC(CC(Cl)(C3)C1)C2 (stereo not drawn)	-6	1.2	15	0.41	-0.9	4	-16	-4	-2	1520	-12
C=CCNC(=O)CC(=O)N/N=C/c1cccs1	9	1	-5	-0.36	-1.4	-4	1	3	6	1737	-3
CCC(Sc1ncccc1C(=O)OC(C)C)C(=O)NCc1ccco1 (stereo not drawn)	6	0.9	10	-0.39	-0.2	14	7	4	6	1567	.
O=C1CCC(=O)N1c1ccc(NCc2ccccc2Cl)c([N+](=O)[O-])c1	5	0.9	67*	0.42	0.2	3	12	-10	-2	1365	-4
O=C(c1ccco1)N1CCN(C2CCCC2)CC1	7	0.9	-4	0.68	0.5	6	15	-4	-2	1580	-35
C=CCN(CC(=O)NCc1ccc(F)cc1)C(=O)c1csnn1	-6	1	-7	-0.18	1.1	2	2	8	-4	1295	.
O=C(NC(=S)N1CCN(C/C=C/c2ccccc2)CC1)c1ccco1	6	1.1	30	-0.4	0.3	-9	-12	12	2	1583	7
CC1CCCCN1C(=O)CSc1nnc(-c2ccc(Cl)s2)o1 (stereo not drawn)	6	1	-3	.	0.4	-4	2	6	13	1523	-6
S=C(NCCSCc1ccc(Cl)c(Cl)c1)Nc1ccccc1	1	.	15	.	1.6	-4	.	4	2	1620	.
COc1ccccc1CN(Cc1cc2cc(C)ccc2[nH]c1=O)Cc1nnnn1Cc1ccco1	5	1	61*	.	-0.3	1	-5	7	-1	1580	-28
Cc1ccc(-c2nc(N)sc2CC(=O)OCC(=O)NC2CCCC(C)C2C)cc1 (stereo not drawn)	3	0.5	-1	.	-0.3	2	.	9	0	1712	-9
O=C(COc1ccc(Cl)cc1)Nc1ccc2c(c1)CCC2	2	1.1	-6	.	-0.1	7	-8	0	0	1631	-38
Cc1ccc(NC(=O)CSCC(N)=O)cc1C	13	0.8	-4	1.3	1.4	7	17	0	-1	1419	-38
O=[N+]([O-])c1cc([N+](=O)[O-])c2cccnc2c1Oc1ccccc1O	10	0.8	1	.	0.0	1	18	3	-1	1690	-27
Cc1cc(/C=N/NC(=O)Cn2c3ccccc3c(=O)c3ccccc32)c(C)n1-c1ccc(Cl)cc1	5	0.9	9	0.6	-0.6	-19	12	6	4	1674	-26
O=C(COC(=O)CCC(=O)c1ccc(Cl)cc1)NC1CC1	2	1.1	-3	1.4	1.0	-21	-12	4	5	1720	-2
CN(CCO)c1cc(N2CCCCC2)c2nonc2c1[N+](=O)[O-]	7	0.7	-6	1	0.6	-8	29	6	2	1624	-13
CCCc1cc(=O)oc2cc(C)cc(O)c12	28*	0.9	11	-1.9	0.1	4	14	19	27*	2043*	.
Cc1cc(C)n(CC(O)COc2ccccc2)n1 (stereo not drawn)	3	1	0	.	0.1	2	-4	3	6	1672	.
CC(=O)NC1(C(F)(F)F)NC(=O)N(C2CCCCC2)C1=O (stereo not drawn)	3	1	-2	.	1.9	-1	3	-5	-9	1483	.
Cc1cc2nc(CCN(C(=S)NCC(C)C)C3CCCC3)[nH]c2cc1C	9	1.8	72*	.	-7.1	-5	-81	5	3	1687	.
O=C(Cn1ccc([N+](=O)[O-])n1)N1CCCCC1	1	1	-2	0.61	0.0	5	4	-3	-3	1648	-11
COc1cccc(CNC2CCCC2)c1	2	1	-5	.	-2.6	14	4	9	-5	1644	7
CCn1cc(C(=O)O)c(=O)c2cc(F)c(N3CCN(S(=O)(=O)c4ccc(NC(=O)OC)cc4)CC3)cc21	0	0.9	-6	0.94	0.9	9	8	-4	-3	1604	-8
Cn1c(/C(C#N)=C/c2ccc(-c3ccc(S(N)(=O)=O)cc3)o2)nc2ccccc21	-1	0.9	-9	-2.1	-0.2	7	7	4	0	1483	7
O=c1c(Cl)c(NCc2ccco2)cnn1C12CC3CC(CC(C3)C1)C2	-5	1	4	0.72	-0.2	16	-3	-6	0	1504	-17
CC(C)[C@H](NC(=O)NCc1ccco1)C(=O)O	5	0.9	-3	0.4	1.8	1	8	4	7	1726	-4
C#CCOCCOCCOCCNc1nc(N2CCOCC2)nc(N2CCN(C(=O)[C@H](CCCCN)n3cc([C@@H](N)CO)nn3)CC2)n1	18	1.1	-1	.	-1.1	-12	-14	6	-1	1622	-33

ROMK primary: hit marks shown above
structure	PPARg SRC2 recr	bIAP activator	ROMK primary	DTT redox prof	TLR4 MyD88 comp	bIAP inh	PPARg SRC1 recr	PPARg SRC3 recr	S1P3 antagonist
Cc1cccc(-c2nc(CS(=O)CC(=O)NCCCSC3CCCCC3)c(C)o2)c1 (stereo not drawn)	-7	1	-4*	2.2	6	0	-3	-2	10

More compounds.
Compound	PPARg SRC2 recr	bIAP activator	Lmaj promast	ROMK primary	DTT redox prof	TLR4 MyD88 comp	bIAP inh	PPARg SRC1 recr	PPARg SRC3 recr	TR-FRET SRC-2 ct	S1P3 antagonist
CC(=O)Nc1ccc(-c2ccc3nnc(C)n3n2)cc1	-3	0.9	-2	0.87	0.4	-16	6	-1	0	1536	-14
O=C(CN1CCOCC1)Nc1ccc(S(=O)(=O)N2CCCCCC2)cc1	-11	0.6	2	.	-0.5	-8	39	-7	3	1425	-1
O=C1C2C3C=CC(C3)C2C(=O)N1c1ccc(-c2nc3ccccc3c(=O)o2)cc1 (stereo not drawn)	6	1.1	-7	-0.11	-0.2	-5	-10	4	7	1472	-15
Cc1cc(N/N=C/c2ccncc2)nc2ccccc12	-1	0.9	73*	0.27	-0.9	-8	6	8	6	1720	-4
C=CCn1c(C)cc(C(=O)COc2ccc(C)nc2[N+](=O)[O-])c1C	-1	1.3	0	.	-0.2	-14	-32	0	0	1540	2
Cc1ccc(C(=O)Nc2c(C#N)c(C)c(C)n2Cc2ccccc2)cc1	6	0.9	15	.	-5.0	-3	6	3	3	1621	.
Cc1ccc(S(=O)(=O)/N=C2/NC(=O)/C(=C/c3ccc(Br)o3)S2)cc1	5	1	51*	-1.9	0.5	-1	-4	4	1	1568	-3
CC1(C)Cc2c(sc3ncnc(NNC(=S)NCc4ccccc4)c23)CO1	11	1	-7	-0.33	0.0	2	4	-1	2	1543	1
O=C(NC1CCCCC1)N1CCC(c2nc3ccccc3[nH]2)CC1	7	0.9	2	.	0.8	-2	9	8	5	1625	-16
COc1cc(CCC(=O)OCC(=O)Nc2ccccc2C#N)cc(OC)c1OC	5	0.9	-3	0.38	-0.1	-9	10	-1	4	1533	-25
O=C(O)CCCC(=O)NNc1ncnc2ccccc12	-4	0.9	-4	0.67	0.2	-16	13	-8	-2	1502	-6
Cc1nc(SCc2cccc(C(=O)O)c2)nc2c1CCCC2	-10	1.1	1	-0.083	-0.7	0	-8	-1	-1	1457	-13
C=CCNC(=S)NNC(=O)c1cccc2ccccc12	-6	1.2	4	.	1.7	4	-17	-4	0	1389	.
Cc1cccc(C)c1N1C(=O)c2ccccc2C1=O	-4	0.9	-4	0.026	-1.8	5	15	4	2	1683	-2
CCCCNC(=O)c1c[nH]c2ccc(S(=O)(=O)N3CCOCC3)cc2c1=O	6	1.1	1	0.46	-2.2	5	-5	-5	-3	1648	-16

Source: PubChem BioAssay
